Compound activity (PubChem)
DDE Tn7 FP inh: DD(E)-Tn7 binding inhibition, primary FP screen; 370,000 tested, 0.13% active; FP displacement of FITC-Tn7 peptide from fibrin DD(E); 0% = median of compound wells per plate; inhibition, % at 8.3 µM;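 active = inhibition above the mean of compounds falling within the control limits plus 3 SD of them, cut at about 14% in these data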;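 also: 0% = plate median of compound wells and 100% = 10 µM Aha-Tn7 peptide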
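System: human fibrin DD(E); quantity: Fibrin-DD(E) at 2 µM final; also added: fluorescent Tn7 probe at 0.1 µM; compound dosing: single nominal test concentration of 8.3 µM per compound; schedule: 10 min preincubation, 3 h with tracer, room temperature; detection: fluorescence polarization of the labelled Tn7 tracer; repeats: one replicate per compound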
ADAM17 inh: inhibits human ADAM17; 370,000 tested, 0.83% active; AID 720648; inhibition, % at 6.95 µM; recombinant ADAM17, EDANS/DABCYL FRET peptide cleavage;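 active = inhibition above the mean of compounds lying between control limits plus 3 SD, set per campaign, cut at about 8.5% in these data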;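 also: 0% = DMSO-only wells as the low control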
SIAE primary: blocks human sialic acid acetylesterase; SIAE FP-Rh probe binding, fluorescence polarization; Q9HAT2; 370,000 tested, 0.69% active; inhibition, % at 9.66 µM;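 active = inhibition above a cutoff: mean of compounds within the control limits plus 3 SD of those, cut at about 17% in these data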;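 also: 0% = plate median of compound wells and 100% = probe without SIAE protein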
Target sequence (Q9HAT2 whole entry, looked up): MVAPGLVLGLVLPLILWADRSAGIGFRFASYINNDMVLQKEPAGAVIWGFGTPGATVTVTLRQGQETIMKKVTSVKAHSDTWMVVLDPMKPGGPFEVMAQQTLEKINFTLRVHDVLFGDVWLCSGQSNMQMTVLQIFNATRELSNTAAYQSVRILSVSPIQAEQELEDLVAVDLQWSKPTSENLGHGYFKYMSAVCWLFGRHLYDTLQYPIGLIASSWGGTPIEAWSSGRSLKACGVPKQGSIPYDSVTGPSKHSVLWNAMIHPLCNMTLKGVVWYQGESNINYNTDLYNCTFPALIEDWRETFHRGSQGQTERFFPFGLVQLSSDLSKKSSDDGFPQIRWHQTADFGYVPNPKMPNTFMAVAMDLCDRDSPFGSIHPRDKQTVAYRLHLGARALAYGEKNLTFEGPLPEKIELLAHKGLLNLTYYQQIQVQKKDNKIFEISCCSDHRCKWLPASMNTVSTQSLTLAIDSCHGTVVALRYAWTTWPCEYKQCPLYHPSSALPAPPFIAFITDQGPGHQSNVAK
TDP2 inh: TDP2 (human) inhibition, absorbance primary screen; inhibition, % at 12.8 µM; AID 720702; recombinant TDP2, T5PNP hydrolysis, p-nitrophenol absorbance 415 nm; O95551; 370,000 tested, 0.34% active;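 active = inhibition above the mean of all tested compounds plus 3 SD, set per campaign, cut at about 25% in these data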;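 also: 0% = DMSO with enzyme and 100% = buffer with substrate but no TDP2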
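Evaluation: % inhibition relative to enzyme-containing and enzyme-free wells. Material: recombinant human TDP2. Benchmarks: enzyme-free and DMSO wells. Timing: enzyme reaction with compound for 2 h at 37 °C. Compound dosing: 12.8 µM only. Measured by: p-Nitrophenol epi absorbance. Reagent: T5PNP substrate at 5 mM, a TopII-DNA adduct mimic. Replication: single well per compound.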
ASAP1 inh: ASAP1 ArfGAP inhibition | inhibition, % at 16.5 µM | Q9ULH1 | ASAP1-stimulated ARF1 GTP hydrolysis, GDP FP detection | AID 624377 | 360,000 tested, 0.19% active; in the data active = inhibition above about 25%;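 also: 0% = vehicle with enzyme and substrate and 100% = no enzyme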
PLC-beta3 inh: PLC-beta3 (human) inhibition, primary screen; 370,000 tested, 0.18% active; AID 720704; Purified PLC-beta3, fluorogenic substrate, fluorescence; Q01970; inhibition, % at 12.2 µM; in the data active = inhibition above about 11%;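 also: 0% = median of compound wells on plate and 100% = full blocker control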
PLCg1 inh: PLC-gamma1 (human) inhibition, primary screen. P19174. purified PLC-gamma1, fluorogenic substrate, fluorescence. inhibition, % at 12.2 µM. 370,000 tested, 0.84% active. AID 720700; in the data active = inhibition above about 9.5%
ADAM10 inh: inhibits human ADAM10. O14672. recombinant ADAM10, EDANS/DABCYL FRET peptide cleavage, 3 h. inhibition, % at 7 µM. 370,000 tested, 0.62% active. AID 720582;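 active = inhibition above a per-campaign cutoff equal to the mean of compounds falling between control-based bounds plus 3 SD, cut at about 20% in these data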;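 also: 0% = DMSO wells while the 100% control is not disclosed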
DDE Tn6 FP inh: inhibitors of Tn6 peptide binding to human fibrin DD(E). P02675. 370,000 tested, 0.21% active. Fibrin DD(E) TRITC-Tn6 fluorescence polarization displacement. AID 720509. inhibition, % at 8.3 µM;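 active = inhibition above a per-campaign cutoff: mean of compounds within control limits plus 3 SD, cut at about 15% in these data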;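 also: 0% = median of all compound wells on the plate and 100% = blocking peptide control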
ARFGAP1 inh: inhibitors of rat ARFGAP1; Arfgap1-stimulated ARF1 GTP hydrolysis, GDP FP detection; 360,000 tested, 0.26% active; inhibition, % at 16.5 µM; AID 651572;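 active = inhibition above a per-plate limit, mean inhibition of low control wells plus 3 SD, cut at about 25% in these data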;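 also: 0% = DMSO wells with enzyme and 100% = wells lacking Arfgap1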
Target sequence (Q62848 1-136 limits assumed): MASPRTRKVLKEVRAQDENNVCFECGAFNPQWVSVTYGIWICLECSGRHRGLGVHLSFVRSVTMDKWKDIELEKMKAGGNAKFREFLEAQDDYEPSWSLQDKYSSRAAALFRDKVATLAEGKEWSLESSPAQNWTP
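Material: rat Arfgap1 catalytic domain, aa 1-136; also added: human ARF1(Δ1-17)-GTP substrate; compound dosing: one concentration, 16.5 µM, DMSO 1.26%; incubation: GTP hydrolysis reaction 2 h at 25 °C; measured by: Tracer-displacement fluorescence polarization with EDTA stop, 620/688 nm; evaluation: % inhibition from polarization; repeats: one replicate per compound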
* hit, by the source's call.

item	DDE Tn7 FP inh	ADAM17 inh	SIAE primary	TDP2 inh	ASAP1 inh	PLC-beta3 inh	PLCg1 inh	ADAM10 inh	DDE Tn6 FP inh	ARFGAP1 inh	Structure
1	-3	0	-2	-12	15	-8	1	-13	-8	7	CC(=O)c1ccc(OCC(=O)NC2CCCN(Cc3ccccc3F)C2)cc1 (stereo not drawn)
2	2	-4	1	-1	-3	-3	3	-15	4	-3	CCCN(C(=O)CSc1nnnn1-c1ccccc1OC)C1CCS(=O)(=O)C1 (stereo not drawn)
3	-5	12*	-21	-32	15	-3	4	33*	-6	2	Cc1ccc(-c2cc(-c3ccc(C)cc3O)[nH]n2)cc1
4	6	1	-25	3	22	-2	3	-4	1	-6	Cc1csc(NC(=O)CSc2nnc(NC(=O)COc3ccc(Cl)cc3)s2)n1
5	-4	-3	1	2	-10	1	2	-10	-7	1	O=C(Cn1cnc2c(NCc3ccccc3)ncnc21)NCCCN1CCCC1=O
6	9	-2	-4	-5	2	-7	1	11	1	-2	O=S(=O)(c1ccc(C(F)(F)F)cc1)N1CCN(CCc2ccccc2)CC1
7	8	-3	-3	-5	-14	-2	2	-6	12	2	CC1CCN(C(=S)c2cn(Cc3ccc(F)cc3)c3ccccc23)CC1
8	4	-2	2	-1	17	-7	-3	-4	4	3	CC(C)Oc1cccc(C(=O)N/N=C/c2coc3ccccc3c2=O)c1
9	4	-80	-1	2	20	-83	-77	-223	-1	2	CCOC(=O)c1cc(-c2ccc(Cl)s2)nc2c1c(C)nn2C
10	2	-4	1	-9	2	3	2	-7	0	1	CCOC(=O)N1CCN(C(=O)C2CC(=O)N(Cc3ccc(OC)cc3)C2)CC1 (stereo not drawn)
11	5	-3	1	9	-7	5	3	6	1	3	Cc1ccc(-c2csc(NC(=O)COC(=O)c3cccc(S(=O)(=O)N4CCOCC4)c3)n2)cc1
12	4	-12	-5	2	10	-69	-52	-34	-10	-6	CCn1c2ccc(OC)cc2c2nc3ccccc3nc21
13	2	-1	3	-3	-5	0	-2	2	6	5	CCCCC1S/C(=N/N=C/c2ccc(OC)cc2)N(Cc2ccc(OC)cc2)C1=O (stereo not drawn)
14	0	-5	3	5	5	-4	0	-8	-1	4	CC1CCc2c(sc(NC(=O)COC(=O)C3CCCO3)c2C#N)C1 (stereo not drawn)
15	2	-2	0	1	5	4	-2	-3	7	-2	Cc1ccc(SCC(=O)Nc2ccc(N3CCN(C)CC3)c(F)c2)c(C)c1
16	-6	2	-2	-5	5	-3	6	-8	4	1	CC(=O)c1ccc(S(=O)(=O)N(C)CCCC(=O)N(C)Cc2ccccc2F)cc1
17	-3	0	-5	-2	-3	-17	-7	-2	3	-3	C=CCn1c(NC(=O)c2ccco2)nc2ccccc21
18	-7	0	1	-5	-10	-3	-1	-1	-4	-5	COC(=O)C1=CC(C(=O)c2cccs2)=NN(c2ccc(OC)cc2)C1C(=O)OC (stereo not drawn)
19	5	-2	-2	2	-12	4	-1	-6	1	5	CCOC(=O)CSc1nnc(CSc2nc(N)c3c(C)c(C)sc3n2)n1-c1ccccc1
20	-5	-3	-2	13	1	2	0	-2	-3	4	O=C(Oc1cccc(Br)c1)c1cccnc1

Part of the list above, with tabs.
entry	Molecule	DDE Tn7 FP inh	ADAM17 inh	SIAE primary	TDP2 inh	ASAP1 inh	PLC-beta3 inh	PLCg1 inh	ADAM10 inh	DDE Tn6 FP inh	ARFGAP1 inh
7	CC1CCN(C(=S)c2cn(Cc3ccc(F)cc3)c3ccccc23)CC1	8	-3	-3	-5	-14	-2	2	-6	12	2
8	CC(C)Oc1cccc(C(=O)N/N=C/c2coc3ccccc3c2=O)c1	4	-2	2	-1	17	-7	-3	-4	4	3
9	CCOC(=O)c1cc(-c2ccc(Cl)s2)nc2c1c(C)nn2C	4	-80	-1	2	20	-83	-77	-223	-1	2
10	CCOC(=O)N1CCN(C(=O)C2CC(=O)N(Cc3ccc(OC)cc3)C2)CC1 (stereo not drawn)	2	-4	1	-9	2	3	2	-7	0	1
11	Cc1ccc(-c2csc(NC(=O)COC(=O)c3cccc(S(=O)(=O)N4CCOCC4)c3)n2)cc1	5	-3	1	9	-7	5	3	6	1	3
12	CCn1c2ccc(OC)cc2c2nc3ccccc3nc21	4	-12	-5	2	10	-69	-52	-34	-10	-6
13	CCCCC1S/C(=N/N=C/c2ccc(OC)cc2)N(Cc2ccc(OC)cc2)C1=O (stereo not drawn)	2	-1	3	-3	-5	0	-2	2	6	5
14	CC1CCc2c(sc(NC(=O)COC(=O)C3CCCO3)c2C#N)C1 (stereo not drawn)	0	-5	3	5	5	-4	0	-8	-1	4
15	Cc1ccc(SCC(=O)Nc2ccc(N3CCN(C)CC3)c(F)c2)c(C)c1	2	-2	0	1	5	4	-2	-3	7	-2
16	CC(=O)c1ccc(S(=O)(=O)N(C)CCCC(=O)N(C)Cc2ccccc2F)cc1	-6	2	-2	-5	5	-3	6	-8	4	1
17	C=CCn1c(NC(=O)c2ccco2)nc2ccccc21	-3	0	-5	-2	-3	-17	-7	-2	3	-3
18	COC(=O)C1=CC(C(=O)c2cccs2)=NN(c2ccc(OC)cc2)C1C(=O)OC (stereo not drawn)	-7	0	1	-5	-10	-3	-1	-1	-4	-5
19	CCOC(=O)CSc1nnc(CSc2nc(N)c3c(C)c(C)sc3n2)n1-c1ccccc1	5	-2	-2	2	-12	4	-1	-6	1	5
20	O=C(Oc1cccc(Br)c1)c1cccnc1	-5	-3	-2	13	1	2	0	-2	-3	4
